# pPAFAH FP inh = pPAFAH (human) enzyme inhibition | Q13093 | recombinant pPAFAH, FP-rhodamine probe fluorescence polarization | inhibition, % at 3.39 µM | hit rate 1.5% among 330,000 | AID 463082;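 active means inhibition above the mean inhibition across the screen plus 3 SD, cut at about 25% in these data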;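 further: inhibitors block binding of the rhodamine activity-based probe so polarization drops; 0% = enzyme with DMSO and 100% = wells lacking pPAFAH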
# PAFAH1B3 FP inh = PAFAH1B3 (human) inhibition; AID 492972; Q15102; recombinant PAFAH1B3, FP-rhodamine probe, fluorescence polarization; hit rate 0.28% among 340,000; inhibition, % at 3.39 µM;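 active means inhibition above the screen-wide average of all tested compounds plus 3 SD, cut at about 25% in these data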;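 further: 0% = enzyme with DMSO only and 100% = wells lacking PAFAH1B3 protein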
# Target sequence (Q15102 whole entry, looked up): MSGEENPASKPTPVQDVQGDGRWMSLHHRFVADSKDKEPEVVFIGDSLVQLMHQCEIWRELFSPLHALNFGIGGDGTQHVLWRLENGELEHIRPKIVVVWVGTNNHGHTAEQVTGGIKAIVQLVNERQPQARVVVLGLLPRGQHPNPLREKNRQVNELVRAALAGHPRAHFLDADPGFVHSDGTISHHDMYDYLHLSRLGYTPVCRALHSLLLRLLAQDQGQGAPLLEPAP
# GSTO1 inh = blocks human GSTO1 in RBBP9 counter-screen. recombinant GSTO1, activity-based probe fluorescence polarization. AID 1974. hit rate 1.1% among 300,000. inhibition, % at 5.96 µM;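 active means inhibition above the campaign mean inhibition plus 3 SD, cut at about 35% in these data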;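 further: 0% = GSTO1-1 with DMSO and 100% = wells lacking GSTO1-1 enzyme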
# Target sequence (P78417 whole entry, looked up): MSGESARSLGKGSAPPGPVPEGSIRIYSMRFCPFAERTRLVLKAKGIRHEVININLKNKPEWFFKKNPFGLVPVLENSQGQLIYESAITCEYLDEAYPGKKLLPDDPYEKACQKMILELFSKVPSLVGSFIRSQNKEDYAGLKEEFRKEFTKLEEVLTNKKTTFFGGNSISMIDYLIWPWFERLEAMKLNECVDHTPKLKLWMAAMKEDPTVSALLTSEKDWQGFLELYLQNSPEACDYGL
# LYPLA1 inh = blocks human lysophospholipase 1, a PME1 counter-screen | inhibition, % at 5.9 µM | O75608 | hit rate 0.16% among 320,000 | recombinant LYPLA1, FP-Rh probe fluorescence polarization;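 active means inhibition above the mean of all tested compounds plus 3 SD, set per campaign, cut at about 14% in these data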;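 further: inhibitors block serine hydrolase probe labeling of LYPLA1 so polarization falls; 0% = enzyme with DMSO and 100% = wells lacking LYPLA1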
# PAFAH1B2 inh = inhibitors of human PAFAH1B2; hit rate 1.2% among 340,000; inhibition, % at 3.39 µM; recombinant PAFAH1B2, FP-rhodamine activity probe, fluorescence polarization;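 active means inhibition above the mean of all tested compounds plus 3 SD, cut at about 24% in these data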;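 further: 0% = enzyme with DMSO and 100% = wells lacking PAFAH1B2; many of its hits are not listed in these tables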
# Target sequence (P68402 whole entry, looked up): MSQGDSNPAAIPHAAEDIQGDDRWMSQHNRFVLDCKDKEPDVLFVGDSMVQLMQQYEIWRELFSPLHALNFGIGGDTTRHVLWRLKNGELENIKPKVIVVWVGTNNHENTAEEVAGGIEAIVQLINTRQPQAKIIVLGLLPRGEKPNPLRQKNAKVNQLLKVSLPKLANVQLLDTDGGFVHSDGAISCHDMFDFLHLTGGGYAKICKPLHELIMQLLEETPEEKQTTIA
# Fam108B counter = Fam108B inhibition, counter-screen for RBBP9 inhibitors; recombinant Fam108B, FP-Rh probe fluorescence polarization; inhibition, % at 9.51 µM; hit rate 0.33% among 300,000; AID 1947;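 active means inhibition above the screen mean inhibition plus 3 SD, computed separately per campaign, cut at about 18% in these data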;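 further: inhibitors lower polarization as less probe binds the enzyme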
# PAFAH2 FP inh = PAFAH2 (human) inhibition | Q99487 | recombinant PAFAH2, FP-rhodamine activity probe, fluorescence polarization | inhibition, % at 3.39 µM | hit rate 0.99% among 340,000 | AID 492956;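 active means inhibition above the mean over all tested compounds plus 3 SD, cut at about 30% in these data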;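 further: inhibitors block probe labeling of enzyme so polarization drops; 0% = enzyme with DMSO and 100% = wells lacking PAFAH2 protein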
# PME-1 primary = PME-1 (human) inhibition; inhibition, % at 5.9 µM; hit rate 0.53% among 320,000; AID 2130; recombinant PME-1, FP-Rh probe fluorescence polarization; Q9Y570;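 active means inhibition above the campaign mean of all compounds plus 3 SD, cut at about 26% in these data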;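 further: competitive labeling of PME-1 active site by serine hydrolase directed probe; 0% = PME-1 with DMSO and 100% = wells lacking PME-1 enzyme; inhibitors block probe labeling so polarization falls and inhibition rises; many of its hits are not listed in these tables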
# Target sequence (Q9Y570 whole entry, looked up): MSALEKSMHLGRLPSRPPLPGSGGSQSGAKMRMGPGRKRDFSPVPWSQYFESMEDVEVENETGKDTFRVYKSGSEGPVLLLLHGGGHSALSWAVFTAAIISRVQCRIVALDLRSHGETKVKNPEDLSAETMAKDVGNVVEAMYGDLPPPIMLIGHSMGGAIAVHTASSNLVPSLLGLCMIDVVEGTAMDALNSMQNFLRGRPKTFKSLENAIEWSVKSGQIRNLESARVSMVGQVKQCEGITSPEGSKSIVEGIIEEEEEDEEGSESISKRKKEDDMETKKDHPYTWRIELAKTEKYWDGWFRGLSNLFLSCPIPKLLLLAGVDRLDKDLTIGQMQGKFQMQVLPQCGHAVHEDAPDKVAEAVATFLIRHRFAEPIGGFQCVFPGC
# PAD4 FP inh = PAD4 (human) enzyme inhibition; inhibition, % at 6.36 µM; hit rate 0.41% among 330,000; recombinant PAD4, RCA probe fluorescence polarization; Q9UM07;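 active means percent inhibition above a cutoff equal to the mean of all tested compounds plus 3 SD, cut at about 15% in these data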;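 further: 0% = PAD4 with RCA probe and DMSO and 100% = probe without PAD4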
# * = called active by the depositor; / = not tested or not shown. The list is partial; rates above refer to the full screens.
# Start of the data: the first 4 compounds as a preview:
1) CCOC(=O)c1cc(CC)sc1/N=C/C1=C(O)CCCC1=O
2) COc1cccc(NC(=O)CN(C)C(=O)CNC(=O)c2ccccc2F)c1
3) Cc1ccc(OCC(=O)N/N=C/c2cccc3cccnc23)cc1
4) COc1ccccc1/C=C1\SC(=S)N(CCC(=O)Nc2cccc(O)c2)C1=O
compound no.	1	2	3	4
PAFAH2 FP inh	1	-2	2	-10
LYPLA1 inh	2	-1	2	-20
GSTO1 inh	-1	-5	-4	-6
Fam108B counter	-7	-3	2	-16
PAFAH1B2 inh	0	7	1	-3
PME-1 primary	1	-1	-5	-16
PAD4 FP inh	-1	-3	3	-1
PAFAH1B3 FP inh	3	2	4	2
pPAFAH FP inh	5	4	1	-5

# Main list, previewed entries included:
1) CCOC(=O)c1cc(CC)sc1/N=C/C1=C(O)CCCC1=O
2) COc1cccc(NC(=O)CN(C)C(=O)CNC(=O)c2ccccc2F)c1
3) Cc1ccc(OCC(=O)N/N=C/c2cccc3cccnc23)cc1
4) COc1ccccc1/C=C1\SC(=S)N(CCC(=O)Nc2cccc(O)c2)C1=O
5) CC(C)CNC(=O)C1CC(=O)OC12CCCCC2 (centres undefined)
6) O=C(CCS(=O)(=O)c1cccc2nonc12)N1CC(=O)N(CCc2ccccc2)C(=O)C1
7) COc1ccc(CCNC(=O)c2ccc(CNc3c(N4CCOCC4)c(=O)c3=O)cc2)cc1OC
8) O=C(CSc1nc2ccccc2c(=O)n1CC1CCCO1)NCc1ccccc1 (centres undefined)
compound no.	1	2	3	4	5	6	7	8
PAFAH2 FP inh	1	-2	2	-10	-2	6	2	6
LYPLA1 inh	2	-1	2	-20	0	0	1	-1
GSTO1 inh	-1	-5	-4	-6	0	10	7	-4
Fam108B counter	-7	-3	2	-16	1	-2	1	-1
PAFAH1B2 inh	0	7	1	-3	1	10	2	4
PME-1 primary	1	-1	-5	-16	-1	0	6	6
PAD4 FP inh	-1	-3	3	-1	2	-2	-7	-1
PAFAH1B3 FP inh	3	2	4	2	-2	6	-1	-11
pPAFAH FP inh	5	4	1	-5	-3	2	-1	-4

9) COc1ccc2c(c1OC)C(=O)N1N=C(c3ccc(-c4ccccc4)cc3)CC21 (centres undefined)
10) O=C(NCc1ccccn1)c1cc(Cl)ccc1OCc1ccccc1
11) CCC(C)OC(=O)C(C)Oc1ccc(-c2ccccc2)cc1 (centres undefined)
12) O=C(CSc1nc2ccccc2n1S(=O)(=O)c1cccc([N+](=O)[O-])c1)NCc1cccs1
13) CCOC(=O)c1c(C)n(CC(COC(C)=O)OC(C)=O)c2ccc(OC(C)=O)cc12 (centres undefined)
14) CCCNC(=O)Cc1cc(=O)[nH]c(=O)[nH]1
15) CN1CCN(S(=O)(=O)c2ccc([N+](=O)[O-])cc2)CC1
16) CC1CCCC(C)N1C(=O)c1cc(-c2ccc(Cl)c(Cl)c2)on1 (centres undefined)
compound no.	9	10	11	12	13	14	15	16
PAFAH2 FP inh	-1	4	3	-4	-2	-5	-1	2
LYPLA1 inh	0	2	3	-2	2	-2	3	-3
GSTO1 inh	-4	-4	-1	13	6	2	2	-1
Fam108B counter	-7	2	-3	-4	4	1	-1	0
PAFAH1B2 inh	1	3	4	8	-2	-9	5	0
PME-1 primary	-3	4	-2	3	4	3	-4	-2
PAD4 FP inh	-4	5	1	6	3	0	-6	-2
PAFAH1B3 FP inh	6	5	4	4	-2	0	7	-4
pPAFAH FP inh	1	1	6	1	-1	0	5	4

17) Cc1nc(SCC(=O)N2CCN(C(=O)c3ccco3)CC2)c2c(C)c(C)sc2n1
18) COC(=O)c1c(NC(=O)c2nc3ccccc3s2)sc2c1CC(C)(C)NC2(C)C
19) N#Cc1ccsc1NC(=O)CSc1nnc(-c2ccccc2)o1
20) CCCn1c(SC(C)C(=O)O)nc2ccccc21 (centres undefined)
21) O=C(CCCO)N/N=C/c1cc(Br)ccc1O
22) CCCc1cc(=O)oc2cc(C)cc(OC(C)C(=O)NCCN3CCOCC3)c12 (centres undefined)
23) O=C(NCCc1c[nH]c2ccccc12)c1ccccc1
24) O=c1oc2ccccc2c(Nc2ccc3ncccc3c2)c1[N+](=O)[O-]
compound no.	17	18	19	20	21	22	23	24
PAFAH2 FP inh	7	-2	7	-5	1	-13	1	6
LYPLA1 inh	-1	-4	-3	-1	0	-3	1	-2
GSTO1 inh	-6	3	-1	-3	-3	-2	7	-46
Fam108B counter	1	-1	5	-1	5	2	0	-1
PAFAH1B2 inh	5	-1	0	13	3	4	-2	6
PME-1 primary	6	0	-2	-4	4	-6	-4	6
PAD4 FP inh	1	-1	-4	5	1	-2	0	-2
PAFAH1B3 FP inh	8	-6	2	-5	8	10	0	11
pPAFAH FP inh	7	3	34*	-1	1	0	6	6

25) Cc1cc(OC(=O)C(c2ccccc2)c2ccccc2)c([N+](=O)[O-])c(=O)[nH]1
26) CCc1nccn1S(=O)(=O)c1ccc(OC)c(OC)c1
27) CCOc1cc2c3c(c1)C1(OCCO1)C(=O)N3C(C)(C)CC2C (centres undefined)
28) CC(=O)NNC(=O)c1[nH]c2ccc(Cl)cc2c1-c1ccccc1
29) COc1cc(C(Nc2ccc3c(c2)OCO3)C(=O)NC2CCCCC2)cc(OC)c1OC (centres undefined)
30) CCOC(=O)C1CCN(C(=O)C2CCCN2S(=O)(=O)c2ccc(Cl)cc2)CC1 (centres undefined)
31) Cc1ccc(/C=N/NC(=S)NC2CCS(=O)(=O)C2)cc1 (centres undefined)
32) O=C(O)c1ccc2cccc(Cl)c2c1O
compound no.	25	26	27	28	29	30	31	32
PAFAH2 FP inh	3	4	1	-3	-6	2	-6	5
LYPLA1 inh	-1	0	3	0	-1	-2	2	2
GSTO1 inh	0	3	2	3	-1	-2	2	2
Fam108B counter	-2	2	0	-1	0	0	-2	4
PAFAH1B2 inh	3	3	0	-2	1	3	1	6
PME-1 primary	2	-4	0	-3	5	-2	10	-6
PAD4 FP inh	1	3	-4	4	-7	4	3	-4
PAFAH1B3 FP inh	2	5	7	6	3	5	-4	-1
pPAFAH FP inh	-1	3	0	11	1	4	-2	13

33) Cc1cc(=O)oc2c(C)c(OC(C)C(=O)NC(Cc3c[nH]c4ccc(O)cc34)C(=O)O)ccc12 (centres undefined)
34) CCOC(=O)N/N=C/C=C/c1ccccc1[N+](=O)[O-]
35) CCN(CC)S(=O)(=O)c1ccc(S(=O)(=O)Nc2ccc(C(=O)N3CCCC3)cc2)cc1
36) CCCCOCCCNCc1cccn1CCN1CCOCC1
37) CC(=O)Nc1cccc(O)c1
38) Cc1cc(NC(=O)c2ccc(N(C)S(=O)(=O)c3ccccc3)cc2)no1
39) Cc1ccccc1NC(=S)NNC(=O)c1cccc(Br)c1
40) CCC(Sc1nnc(-c2ccc(C)c(Cl)c2)n1CC)C(=O)Nc1nccs1 (centres undefined)
compound no.	33	34	35	36	37	38	39	40
PAFAH2 FP inh	3	1	0	-1	5	-5	10	-5
LYPLA1 inh	2	-1	-3	3	2	-1	-3	-3
GSTO1 inh	5	6	-1	-1	/	1	7	0
Fam108B counter	4	-3	0	2	/	-2	1	3
PAFAH1B2 inh	1	4	0	3	6	9	9	2
PME-1 primary	0	-7	-2	0	-8	8	-3	6
PAD4 FP inh	2	-3	-3	0	-2	1	2	0
PAFAH1B3 FP inh	4	4	2	3	4	4	7	-8
pPAFAH FP inh	-2	-1	-4	3	2	5	7	2

41) COC(=O)c1ncn(C2OC(COC(C)=O)C(OC(C)=O)C2OC(C)=O)n1 (centres undefined)
42) Nc1cc2ccccc2oc1=O
43) O=C(Cn1ncc2c(=O)oc3ccccc3c21)N1CCc2ccccc2C1
44) CCOc1ccc(S(=O)(=O)N2CCCCCC2)cc1
45) CCn1c(SCC(=O)N/N=C(\C)c2ccco2)nnc1-c1ccccc1
46) CCOc1ccc(C2Sc3ccccc3NC3=C2C(=O)OC3)cc1 (centres undefined)
47) CN1CCN(S(=O)(=O)c2cccc(C(=O)Nc3cc(C(N)=O)cc(C(N)=O)c3)c2)CC1
48) OCCN(CCO)c1ccc(C(c2ccccc2Cl)c2ccc(N(CCO)CCO)cc2Cl)c(Cl)c1
compound no.	41	42	43	44	45	46	47	48
PAFAH2 FP inh	13	-5	1	6	-7	3	3	22
LYPLA1 inh	-3	4	-2	0	-5	-1	4	15*
GSTO1 inh	9	-10	5	3	2	4	7	5
Fam108B counter	2	-2	-3	-4	1	5	2	14
PAFAH1B2 inh	1	4	0	5	4	-1	25*	9
PME-1 primary	1	1	1	-2	2	9	5	15
PAD4 FP inh	1	-2	2	0	5	-4	5	8
PAFAH1B3 FP inh	-3	5	9	1	9	1	3	20
pPAFAH FP inh	3	-3	-2	-1	2	6	3	25*

49) O=C(O)CCNc1ccc2c(c1)OCCO2
50) CNC(=O)NC(=O)COC(=O)c1n[nH]c2ccccc12
51) COc1ccc(NC(=O)Nc2ccc(F)cc2)c(C)c1
52) Cc1ccccc1Cn1ccc(NC(=O)c2cc3ncc(Br)cn3n2)n1
53) COc1ccc(NS(=O)(=O)c2cc(NC(=O)C3=NN(c4ccccc4)C(=O)CC3)ccc2OC)cc1
54) Brc1ccc(Oc2ncc(CN3CCOCC3)s2)cc1
55) CCOc1ccc(CN2CCN(Cc3cn(CC)nc3C)CC2CCO)cc1 (centres undefined)
56) Cc1ccc(NC(=O)Cn2nnc(C(=O)NCc3ccco3)c2N)c(C)c1
compound no.	49	50	51	52	53	54	55	56
PAFAH2 FP inh	-3	-3	-2	-2	5	1	-5	-1
LYPLA1 inh	2	12	-3	-3	/	-3	-1	1
GSTO1 inh	11	6	20	4	/	-2	8	7
Fam108B counter	2	9	-2	1	/	1	-2	-4
PAFAH1B2 inh	-4	4	-1	1	4	1	1	5
PME-1 primary	7	-9	-6	4	/	6	1	-4
PAD4 FP inh	-1	1	-11	-1	-4	-1	3	-2
PAFAH1B3 FP inh	5	7	0	10	9	2	10	11
pPAFAH FP inh	1	-1	2	6	-2	4	-1	-2

# Entries of single compounds from above. Screens in order: PAFAH2 FP inh, LYPLA1 inh, GSTO1 inh, Fam108B counter, PAFAH1B2 inh, PME-1 primary, PAD4 FP inh, PAFAH1B3 FP inh, pPAFAH FP inh
# Cc1cc(=O)oc2c(C)c(OC(C)C(=O)NC(Cc3c[nH]c4ccc(O)cc34)C(=O)O)ccc12 (centres undefined) across the screens: 3, 2, 5, 4, 1, 0, 2, 4, -2
# O=C(NCCc1c[nH]c2ccccc12)c1ccccc1 across the screens: 1, 1, 7, 0, -2, -4, 0, 0, 6
# O=C(O)c1ccc2cccc(Cl)c2c1O across the screens: 5, 2, 2, 4, 6, -6, -4, -1, 13

# (next part)
57) O=C(c1ccco1)N1CCN(CCOc2ccc(F)cc2)CC1
58) O=C(Nc1ccc(N2CCCCC2)c(Cl)c1)c1cccnc1
59) COc1ccccc1C1CC(=O)NC(SCC(=O)Nc2ccccc2)=C1C#N (centres undefined)
60) COC(=O)C1(Cc2cc(-c3ccccc3)no2)CCN(C(=O)OC(C)(C)C)CC1
61) Cc1ccc(S(=O)(=O)/N=C2\C=C(Nc3ccc(O)cc3)C(=O)c3ccccc32)cc1
compound no.	57	58	59	60	61
PAFAH2 FP inh	0	-3	3	-3	35*
LYPLA1 inh	1	2	1	2	/
GSTO1 inh	-4	10	-1	3	/
Fam108B counter	-4	-2	4	2	/
PAFAH1B2 inh	7	4	-1	0	27*
PME-1 primary	5	-7	0	-1	/
PAD4 FP inh	-5	-7	-4	0	55*
PAFAH1B3 FP inh	5	-5	-1	7	61*
pPAFAH FP inh	1	2	4	6	38*
